# From PubChem BioAssay
# DUSP3 inh = VHR1 phosphatase inhibitors, primary screen, biochemical, absorbance, uHTS. Dual specificity protein phosphatase 3 (Homo sapiens), P51452. recombinant VHR phosphatase, pNPP absorbance. inhibition, % at 13.3 µM. 290,000 tested, 0.52% active; in the data active = inhibition above about 50%; also: some compounds called inactive have numbers as strong as hits
# Target sequence (P51452 whole entry, looked up): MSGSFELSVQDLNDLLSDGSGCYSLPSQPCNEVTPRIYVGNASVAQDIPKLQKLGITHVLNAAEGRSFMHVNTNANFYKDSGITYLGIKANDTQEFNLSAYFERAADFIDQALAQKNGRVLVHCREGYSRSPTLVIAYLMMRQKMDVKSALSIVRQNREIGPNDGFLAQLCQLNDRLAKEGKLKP
# CCHF vOTU inh = CCHFV vOTU protease inhibitors, primary screen, biochemical, Pep-AMC substrate, fluorescence; 370,000 tested, 0.55% active; inhibition, % at 11.5 µM; Crimean-Congo hemorrhagic fever virus L polyprotein viral ovarian tumor (vOTU) protease …; in the data active = inhibition above about 30%; also: 0% = vehicle wells with enzyme and 100% = no enzyme wells
# SARS 3CLpro inh = SARS-CoV 3CLpro protease inhibitors, primary screen, biochemical, quenched FRET | recombinant SARS-CoV 3CLpro, quenched FRET peptide cleavage | Replicase polyprotein 1ab (Severe acute respiratory syndrome coronavirus), P0C6X7 | 290,000 tested, 0.14% active | inhibition, % at 6 µM; in the data active = inhibition above about 12%
# TcdB GH inh = TcdB glycohydrolase inhibitors, primary screen, biochemical, single point, plate reader; Toxin B (Clostridioides difficile), P18177; TcdB glycohydrolase enzymatic assay; inhibition, % at 9.99 µM; 350,000 tested, 0.24% active; AID 652162, 2013; in the data active = inhibition above about 10%
# BoNT-A LC inh2 = BoNT/A light chain protease inhibitors, primary screen, biochemical, flow cytometry, MLPCN library; multiplex microsphere protease substrate cleavage; AID 588499, 2011; 360,000 tested, 0.17% active; inhibition, % at 10 µM; Botulinum neurotoxin type A light chain protease (Clostridium botulinum A str. ATCC 3502); also: plate controls were buffer without enzyme for full effect and enzyme alone for no effect
# BH1578 lux ind = inducers of Vibrio cholerae quorum light production without autoinducers, primary screen, BH1578 luxS cqsA deficient, single point; activation, % at 18.7 µM; 350,000 tested, 0.16% active; AID 588436, 2011; V. cholerae BH1578 lux reporter, luminescence, 6 h; in the data active = activation mostly above about 9.7%, no sharp cut-off; also: not every result past the cut was called active; inactives centre near 0; reference of the scale not given here
# Yp Topo-I inh = Yersinia pestis topoisomerase I inhibitors, primary screen, biochemical, cleavage product accumulation, plate reader, single point; DNA topoisomerase I (Yersinia pestis CO92); Y. pestis Topo-I cleavage product accumulation; activity, % at 10 µM; 360,000 tested, 0.064% active; in the data active = activity above about 50%, passing the limit was not always enough; also: inactives centre near 2
# PfHsp40 rescue = rescue of yeast from PfHsp40 toxicity, primary screen, S. cerevisiae, ATP luminescence; growth rescue, % at 12.5 µM; 340,000 tested, 0.68% active; S. cerevisiae expressing PfHsp40, growth rescue; AID 504582, 2011; in the data active = growth rescue above about 28%, passing the limit was not always enough;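 also: yeast W303a lacking pdr1 and pdr3 grown in galactose medium; growth measured after three days at 30 °C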
# SSB-PriA inh = inhibitors of Klebsiella pneumoniae PriA binding to SSB C-terminal tail, primary screen, biochemical, AlphaScreen; PriA–SSB C-terminal tail interaction (Klebsiella pneumoniae); AlphaScreen SSBct-PriA binding, biotinylated peptide; 430,000 tested, 0.6% active; inhibition, % at 33 µM; AID 1272365, 2023; in the data active = inhibition mostly above about 37%, no sharp cut-off; inactive = mostly below about 20%;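 also: plate controls were negative control peptide for no effect and reference peptide for full effect; strong numbers were not always called active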
# Anthrax LF inh2 = Bacillus anthracis LF protease inhibitors, primary screen, biochemical, multiplex microsphere, MLPCN library. inhibition, % at 10 µM. 360,000 tested, 0.12% active. multiplex microsphere protease cleavage assay; also: plate controls were buffer without enzyme for full effect and enzyme alone for no effect
# Target sequence (P15917 whole entry, looked up): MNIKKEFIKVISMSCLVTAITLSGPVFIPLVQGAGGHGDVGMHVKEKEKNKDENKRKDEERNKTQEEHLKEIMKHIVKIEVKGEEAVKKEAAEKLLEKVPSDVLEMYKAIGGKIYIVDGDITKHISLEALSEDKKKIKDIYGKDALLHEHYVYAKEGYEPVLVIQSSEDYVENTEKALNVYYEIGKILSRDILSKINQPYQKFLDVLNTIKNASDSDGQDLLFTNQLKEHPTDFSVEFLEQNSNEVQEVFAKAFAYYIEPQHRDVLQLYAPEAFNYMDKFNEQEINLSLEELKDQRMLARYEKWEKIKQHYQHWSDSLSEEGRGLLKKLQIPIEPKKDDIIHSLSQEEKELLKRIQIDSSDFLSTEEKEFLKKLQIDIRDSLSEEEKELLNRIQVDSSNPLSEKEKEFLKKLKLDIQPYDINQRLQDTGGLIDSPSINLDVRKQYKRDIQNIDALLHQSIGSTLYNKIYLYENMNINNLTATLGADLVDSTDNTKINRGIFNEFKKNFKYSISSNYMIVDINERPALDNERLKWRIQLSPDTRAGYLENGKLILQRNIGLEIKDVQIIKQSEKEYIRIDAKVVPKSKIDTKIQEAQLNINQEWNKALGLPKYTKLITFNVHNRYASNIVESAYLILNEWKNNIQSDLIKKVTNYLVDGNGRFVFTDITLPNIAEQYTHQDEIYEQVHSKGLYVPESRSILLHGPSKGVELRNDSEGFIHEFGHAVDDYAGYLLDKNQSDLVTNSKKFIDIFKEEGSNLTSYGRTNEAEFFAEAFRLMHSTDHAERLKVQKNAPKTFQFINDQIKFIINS
# * marks the source's active call; other numbers are inactive results; i = inactive; · = no result given; & = joins results of further samples. Rule as the data show it, unless noted: active = inhibition above about 30%; inconclusive = no clear call, values can overlap the other calls; inactive = below that.
SMILES,DUSP3 inh,CCHF vOTU inh,SARS 3CLpro inh,TcdB GH inh,BoNT-A LC inh2,BH1578 lux ind,Yp Topo-I inh,PfHsp40 rescue,SSB-PriA inh,Anthrax LF inh2
Cc1c(C(=O)Nc2cc(S(=O)(=O)N3CCOCC3)ccc2N2CCN(C)CC2)oc2ccccc12,27.1,3.5,6.0,1.5,0.0,-0.2,1.4,-0.7,-1.2,-3.0
CCc1[nH]c(=S)c(C#N)c2c1CCCC2,-5.6,-5.4,0.2,·,1.5,-0.3,-4.1,-1.1,-16.1,0.7
COc1ccc(CCC(=O)N2CCN(S(=O)(=O)c3ccc(OC)c([N+](=O)[O-])c3)CC2)cc1,·,20.8,·,-0.9,0.2,-0.2,28.5,·,·,-1.5
CCOC(=O)C1CCN(C(=O)CCn2c(=O)c3cccn3c3cccnc32)CC1,14.0,1.9,2.9,1.4,-0.4,0.0,-1.6,0.0,2.2,-2.5
O=C(Nc1ccc(N2CCN(C(=O)c3ccco3)CC2)cc1)c1ccccc1F,17.7,-2.1,-2.2,·,1.1,i,-10.8,-0.9,7.2,-0.2
Cc1cccc2sc(N(CCCN(C)C)C(=O)CCS(=O)(=O)c3ccccc3)nc12,27.4,9.6&-4.1,-0.6,0.3,-133.5,i,4.7,-1.2,12.3,-38.6
COCCC(=O)N1CCCC(C(=O)c2ccc3c4c(cccc24)CC3)C1 (stereo not drawn),10.3,-7.0,-0.4,-0.6,-0.2,-0.6,7.6,0.7,16.0,2.3
CC1=C(C)C(O)N(Cc2ccccc2)C1=O (stereo not drawn),25.0,-15.4,-5.0,0.8,-1.7,-0.5,0.6,-0.8,-3.0,-3.4
Cc1cccc(NC2=NCC(=O)N2Cc2ccccc2)c1,-2.4,15.6,-2.7,·,1.0,i,-12.0,0.5,-2.3,-0.3
CC1(Cc2ccc3ccccc3n2)C(=O)Nc2ccc(OC(F)(F)F)cc21 (stereo not drawn),·,5.5,·,3.1,-0.2,-0.4,18.3,·,·,1.4
O=C(c1cc([N+](=O)[O-])ccc1N1CCOCC1)N1CCCC1,-1.8,0.0,-4.9,·,-0.1,-3.8,6.4,2.6,-3.2,-0.8
CCOc1ccccc1NS(=O)(=O)c1ccc(-c2cnc(C3CC3)o2)cc1,-6.0,4.0,5.7,-1.7,1.1,-0.4,39.8,0.9,-0.8,2.2
Cc1nn(CC(=O)c2ccccc2Cl)c(C)c1[N+](=O)[O-],6.7,4.0,-3.8,-2.2,-0.1,-1.6,-18.2,0.2,4.8,-1.0
O=[N+]([O-])c1cccc(-c2ccc3nnc(SCc4cccnc4)n3n2)c1,·,-7.9,·,0.7,0.8,i,-0.4,-0.6,-7.6,-10.5
O=C(NCCN1CCOCC1)c1ccccc1OCc1ccccc1,·,-4.2,·,0.7,-0.7,1.1,3.8,-0.6,-3.2,-9.8
Cc1ccc(SCCSc2nc(N)cc(=O)[nH]2)cc1,17.6,10.0,-2.3,0.7,-7.1,i,4.8,9.5,-10.4,-1.1
Cc1ccc(C(=O)OCC(=O)NCc2cccs2)cc1,10.2,-12.6,3.2,0.1,0.0,i,7.3,0.1,-14.1,0.5
CSc1ccccc1C(=O)N1CCC2(CC1)CC(=O)c1ccccc1O2,·,-8.3,·,1.0,1.3,-5.0,5.1,0.9,0.9,4.4
COc1ccc(CN2C3CCCC2CC(NC(=O)Nc2ccccc2C)C3)cc1 (stereo not drawn),17.6,-11.3,-6.2,·,-2.1,1.9,0.6,1.7,-12.1,-1.2
CN(C)S(=O)(=O)c1ccc(SCC(=O)Nc2cccc(S(=O)(=O)N3CCCC3)c2)nc1,·,0.1,·,1.8,1.0,i,13.5,0.0,7.5,0.9
COc1cc(Br)cc(C=Nc2cccc(C(F)(F)F)c2)c1O,-7.9,-11.4,2.2,-1.1,0.5,-0.7,-2.6,-0.9,-3.4,-4.3
O=C(O)c1cc(N2CCCCC2)nc2ccccc12,·,-11.9,·,7.3,-0.8,-0.2,-5.3,·,9.2,-9.5
COC(=O)CNC(=O)CN1C(=O)N(c2cccc(Cl)c2)C(N(O)C(=O)Nc2cccc(Cl)c2)C1(C)C (stereo not drawn),17.7,4.6,-1.0,·,0.1,-0.4,2.8,0.2,3.6,1.9
CCN(CC)c1ccc(/C=N/NC(=O)CNC(=O)c2ccccn2)cc1,29.3,15.4,-2.4,0.9,2.3,-0.4,15.2,-1.0,·,0.2
Cc1nc2ccc(-c3nc4ccccc4[nH]3)cc2[nH]1,18.6,4.8,1.5,2.6,0.8,-0.2,0.1,-0.6,-4.0,-1.7
Cc1sc2ncnc(N3CCC(C(=O)Nc4ccccc4C(C)(C)C)CC3)c2c1C,·,5.0,·,0.7,2.1,i,-2.8,-0.3,-11.6,-2.8
CC#CCN1c2ccccc2[C@]23C[C@@H](C(=O)OC)N=C2NC(C(=O)OC)=C(C(=O)OC)[C@H]13,-15.5,-10.2,·,2.2,-0.5,i,-1.2,-0.8,3.8,-6.1
CCOc1ccc(S(=O)(=O)n2cnc3ccccc32)cc1,0.1,2.2,-1.6,3.3,-1.2,i,1.6,1.2,-5.0,1.4
O=C(NCc1ccccc1)C1C(=O)N(Cc2ccccc2)C(=O)C1C1(O)CCCC1 (stereo not drawn),-14.1,-9.3,4.8,·,2.2,-16.7,5.6,-0.5,-5.6,1.3
O=C(NC1CC1)c1cc(=S)[nH]c2ccccc12,·,-4.5,·,1.0,0.3,-3.8,0.8,-0.9,1.1,-5.4
Cc1ccc(Nc2c([N+](=O)[O-])ccc3nonc23)c(C)c1,·,8.9,3.2,1.4,2.2,i,5.9,-2.3,13.9,-10.5
COc1ccc(OC)c(CC(=O)Nc2ccc3c(c2)c(=O)n(C)n3Cc2cccc(C(F)(F)F)c2)c1,·,-34.6,·,0.2,0.2,-0.3,38.2,·,·,-9.9
Fc1ccc(-c2csc3nnc(SCc4cccnc4)n23)cc1,13.3,-15.6,0.2,1.0,0.8,-4.2,-9.5,-0.1,3.1,2.2
CCOC(=O)N1CCC(N(CCN(C)C)C(=S)Nc2cccc(Cl)c2C)CC1,-17.5,-5.4,-0.5,-0.7,0.2,-4.8,10.9,0.4,-5.7,2.5
CCC1CN(C(=O)N2CCC(C(=O)NCc3ccccc3OC)CC2)c2ccccc2O1 (stereo not drawn),22.4,0.3,-0.4,-1.1,1.0,-0.2,21.7,0.6,-4.0,-0.3
CCCCCOC(=O)CSc1nc2c(c(=O)[nH]c(=O)n2C)n1CCc1ccccc1,2.3,12.6,4.5,·,0.8,i,9.6,0.4,-12.5,4.6
Cc1ccc(C(=O)NCC(c2cccs2)N(C)C)cc1S(=O)(=O)N1CCOCC1 (stereo not drawn),·,-1.4,·,0.7,-0.4,i,1.2,-0.1,-9.4,-2.1
N#CCc1ccc(-c2cccc3nccn23)cc1,·,-126.3,·,-0.3,-0.3,-0.5,-2.8,·,·,-7.2
COc1ccc(CCNC(=O)c2c(O)c3cccc4c3n(c2=O)CC4)cc1OC,-8.2,25.9,·,·,-0.2,i,6.7,0.0,-8.9,-6.6
CCOc1ccc2nc(SCc3ccc(CC(=O)O)cc3)c(C#N)cc2c1,-4.8,7.0,2.7,1.0,-0.3,-0.2,9.4,1.1,-8.5,-0.6
CC(=O)OCC1OC(OC2C[C@]3(C)C(CC(O)C4C([C@](C)(CCC=C(C)C)OC5OC(CO)C(O)C(O)C5O)CC[C@]43C)[C@@]3(C)CCC(O)C(C)(C)C23)C(O[C@@H]2OC(C)C(O)C(O)C2O)C(O)C1O (stereo partly drawn),·,·,·,·,0.0,i,16.0,-1.7,·,-3.8
COc1cc(OC)nc(NC(=O)CS(=O)(=O)c2ccccc2)n1,5.1,-13.7,1.0,·,-0.3,33.3*,-1.4,0.6,-1.2,-5.0
CCCCn1c(=O)[nH]c(=O)c2c1nc(-c1ccccc1OC(F)F)n2C,-17.1,7.9,0.3,0.7,1.4,-3.3,3.4,-0.4,4.3,5.9
CN(C)CCN1CCN(C(c2cc3ccccc3o2)c2nnnn2C(C)(C)C)CC1 (stereo not drawn),·,-11.7,·,1.3,1.3,·,·,·,·,-1.5
CCc1[nH]nc2c1C1(CCN(C(=O)c3ccccc3)CC1)C(C#N)=C(N)O2,-8.3,-3.1,1.1,0.0,1.1,1.5,6.1,0.4,-14.1,-2.8

# By substructure: the entries above containing an aryl thioether with sulfur outside any ring (7)
SMILES,DUSP3 inh,CCHF vOTU inh,SARS 3CLpro inh,TcdB GH inh,BoNT-A LC inh2,BH1578 lux ind,Yp Topo-I inh,PfHsp40 rescue,SSB-PriA inh,Anthrax LF inh2
O=[N+]([O-])c1cccc(-c2ccc3nnc(SCc4cccnc4)n3n2)c1,·,-7.9,·,0.7,0.8,i,-0.4,-0.6,-7.6,-10.5
Cc1ccc(SCCSc2nc(N)cc(=O)[nH]2)cc1,17.6,10.0,-2.3,0.7,-7.1,i,4.8,9.5,-10.4,-1.1
CSc1ccccc1C(=O)N1CCC2(CC1)CC(=O)c1ccccc1O2,·,-8.3,·,1.0,1.3,-5.0,5.1,0.9,0.9,4.4
CN(C)S(=O)(=O)c1ccc(SCC(=O)Nc2cccc(S(=O)(=O)N3CCCC3)c2)nc1,·,0.1,·,1.8,1.0,i,13.5,0.0,7.5,0.9
Fc1ccc(-c2csc3nnc(SCc4cccnc4)n23)cc1,13.3,-15.6,0.2,1.0,0.8,-4.2,-9.5,-0.1,3.1,2.2
CCCCCOC(=O)CSc1nc2c(c(=O)[nH]c(=O)n2C)n1CCc1ccccc1,2.3,12.6,4.5,·,0.8,i,9.6,0.4,-12.5,4.6
CCOc1ccc2nc(SCc3ccc(CC(=O)O)cc3)c(C#N)cc2c1,-4.8,7.0,2.7,1.0,-0.3,-0.2,9.4,1.1,-8.5,-0.6

# These rows are one share of the data, so the mix of outcomes need not match the whole.
